Assay outcomes: PubChem, National Center for Advancing Translational Sciences (NCATS)
Gal4-VP16 FLuc: Gal4-VP16 reporter inhibition counter-screen; Drosophila S2 Gal4-VP16 UAS-luciferase, luminescence, 20 h; 310,000 tested, 3.5% active; Potency, µM (series often up to 53.6 µM), for inactives: top-dose activity, negative = inhibition, hits mostly inhibitors;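 also: Gal4-VP16 expression switched on by copper sulfate through the metallothionein promoter; potency is read from the fitted curve at half-maximal effect; % is scaled to controls: 0 for no effect and ±100 for the full control effect; nearly all actives have a fitted effect of over 50% in size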
FLuc counter: counter-screen for miR-21 project: firefly luciferase inhibitors or activators; AID 588342; Potency, µM (titrated, usually from 57.5 µM), for the others: at the top dose activity change, negative = inhibition, hits mostly inhibitors; purified FLuc, Km substrates, luminescence inhibition; 360,000 tested, 6.9% active; P08659;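 also: potency is read from the fitted curve at half-maximal effect; plate controls were vehicle for no effect and reference inhibitor for full effect; nearly all actives have a fitted effect of over 55% in size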
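Biochemical qHTS of compounds, final roughly 60 µM downward over six points, against 10 nM purified firefly luciferase using Km concentrations of substrates (10 uM D-luciferin, 10 uM ATP) in Tris acetate pH 7.5 buffer; luminescence output.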
ELG1 DNA repair: blocks ELG1-dependent DNA repair in HEK293T cells; AID 504467; Potency, µM (titrated, usually from 46.1 µM), inactives show at the top dose activity change, negative = inhibition, actives largely listed as inhibitors; HEK293T ELG1-luciferase reporter, luminescence, 16 h; DNA damage induced by 5-fluorouridine; 330,000 tested, 2.3% active; also: potency is read from the fitted curve at half-maximal effect; % is scaled to controls: 0 for no effect and ±100 for the full control effect; nearly all actives have a fitted effect of over 55% in size
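Overnight (16 hr) co-exposure of 2,000 cells/well to 5-fluorouridine and compound at 37 °C preceded detection. Luciferase was quantified via ONE-Glo luminescence; loss of signal denotes inhibition.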
PKM2 act: PKM2 (human) enzyme activation; P14618; purified PKM2, Kinase-Glo ATP luminescence, activation; response scale: 0% is enzyme alone, no compound; Potency, µM (titrated, usually from 57.5 µM), without a hit: at the top dose activation, usual class: activators; 260,000 tested, 0.34% active; also: potency is read from the fitted curve at half-maximal effect; % is scaled to controls: 0 for no effect and ±100 for the full control effect; nearly all actives have a fitted effect of over 55% in size
Target sequence (P14618 whole entry, looked up): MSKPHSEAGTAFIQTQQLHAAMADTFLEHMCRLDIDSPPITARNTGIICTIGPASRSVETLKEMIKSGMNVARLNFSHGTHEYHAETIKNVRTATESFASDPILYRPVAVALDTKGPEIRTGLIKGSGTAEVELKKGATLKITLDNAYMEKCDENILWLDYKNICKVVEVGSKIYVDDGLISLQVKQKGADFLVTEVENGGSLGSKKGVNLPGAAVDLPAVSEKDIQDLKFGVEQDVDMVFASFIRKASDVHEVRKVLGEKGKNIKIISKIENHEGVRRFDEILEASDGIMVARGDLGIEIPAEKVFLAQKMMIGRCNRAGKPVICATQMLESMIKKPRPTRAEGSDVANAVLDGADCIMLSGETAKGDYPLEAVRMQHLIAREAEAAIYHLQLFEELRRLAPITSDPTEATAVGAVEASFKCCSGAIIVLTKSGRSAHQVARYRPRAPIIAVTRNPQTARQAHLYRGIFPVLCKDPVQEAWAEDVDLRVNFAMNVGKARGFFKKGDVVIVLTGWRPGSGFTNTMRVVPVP
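hPK-M2, >95% pure; 0.1 mM ADP / 0.5 mM PEP final; imidazole pH7.2 buffer w/ 7 mM MgCl2, 50 mM KCl; 1 h RT; Kinase-Glo lum. Intermediate enzyme activity for dual inhibitor/activator qHTS.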
RORgamma inh: inhibitors of mouse ROR gamma transcriptional activity | P51450 | Drosophila S2 Gal4-RORgamma UAS-luciferase reporter, 20 h | Potency, µM (doses to about 53.6 µM), for the others: at the top dose activity change, negative = inhibition, most hits filed as inhibitors | 310,000 tested, 5.4% active; also: potency is read from the fitted curve at half-maximal effect; % is scaled to controls: 0 for no effect and ±100 for the full control effect; nearly all actives have a fitted effect of over 60% in size
Target sequence (P51450 whole entry, looked up, the tested form may be a part): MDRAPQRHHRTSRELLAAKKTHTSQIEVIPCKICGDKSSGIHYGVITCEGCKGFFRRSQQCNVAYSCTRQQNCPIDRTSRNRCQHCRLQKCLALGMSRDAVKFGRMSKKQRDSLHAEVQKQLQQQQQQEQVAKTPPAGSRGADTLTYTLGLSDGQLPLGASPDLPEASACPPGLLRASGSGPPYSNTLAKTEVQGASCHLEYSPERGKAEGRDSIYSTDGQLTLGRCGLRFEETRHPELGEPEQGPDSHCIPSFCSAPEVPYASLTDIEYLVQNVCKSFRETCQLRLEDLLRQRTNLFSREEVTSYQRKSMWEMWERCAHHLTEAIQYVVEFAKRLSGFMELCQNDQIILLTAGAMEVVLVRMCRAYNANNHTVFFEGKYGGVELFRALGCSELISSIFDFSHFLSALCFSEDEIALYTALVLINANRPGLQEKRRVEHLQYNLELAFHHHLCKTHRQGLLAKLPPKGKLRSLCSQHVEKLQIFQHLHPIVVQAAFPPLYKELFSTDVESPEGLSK
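Stable Schneider cell line, Gal4 DNA-binding domain fused to ROR gamma, UAS-luciferase. Cmpd 1 hr RT → CuSO4 700 uM final → 20 hr RT → luciferase reagent 10 min → luminescence.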
MBNL1-CUG inh: blocks human MBNL1 binding to CUG repeat RNA. Q9NR56. TR-FRET MBNL1-His/biotin-(CUG)12 binding, 665/545 ratio. Potency, µM (series often up to 57.5 µM), for inactives: top-dose activity change, negative = inhibition, usual class: inhibitors. 280,000 tested, 0.036% active. AID 2675; active = well fitted inhibition curve with a large enough effect in the signal ratio, with a control signal flat, not every such curve was filed as active; inconclusive = small, poorly fitted or top-dose-only effect, or effect the other way, or a change in a side signal; inactive = no such curve, though single readings can be large or run the other way; the % refers to the signal ratio; also: potency is read from the fitted curve at half-maximal effect; % is scaled to controls: 0 for no effect and ±100 for the full control effect
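Compound titration spanned 92 nM–58 uM against the MBNL1-His/biotin-(CUG)12 complex. After 60 min at room temperature with 5 nM streptavidin-XL665 and 0.055 ng/ul terbium anti-His, ratiometric 665/545 nm emission (Ex 340 nm) normalized to controls.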
Rab9 prom act: activates the Rab9 promoter; Potency, µM (series often up to 9.22 µM), for inactives: at the highest dose activation, negative = inhibition, most hits filed as activators; Huh7 Rab9 promoter-luciferase reporter, luminescence, 24 h; 320,000 tested, 2.8% active; AID 485297; also: potency is read from the fitted curve at half-maximal effect; % of control where 0% means no effect; nearly all actives have a fitted effect of over 60% in size
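Quantitative HTS format; Huh7 Rab9-luciferase reporter cells (1500/well) receive compound 2 h post-plating, incubate 24 h at 37 °C, then get luciferase reagent for 10 min before luminescence reading.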
KCNH2 3.1 block: inhibitors of human KCNH2 3.1 potassium channel isoform; AID 720553; activity change, % (tested at about 1.8 µM); 340,000 tested, 0.95% active; U2OS KCNH2 3.1, thallium flux FluxOr; stronger effect = lower value;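 active = maximum activity change below -70%; inconclusive = maximum activity change from -70% to -50%; inactive = maximum activity change above -50%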;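 also: thallium influx rate constant from kinetic fluorescence after stimulation buffer; % is scaled to controls: 0 for no effect and ±100 for the full control effect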
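Thallium flux read-out: FluxOr dye with Red40 quencher in HBSS/HEPES, 45 min at RT. Rate constants from kinetic reads were normalized to positive and negative DMSO controls. Cells: U2OS virally expressing the 3.1 isoform.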
NPC1 promoter act: activators of NPC1 promoter; Huh7 NPC1 promoter luciferase reporter, 24 h; Potency, µM (titrated, usually from 9.22 µM), for the others: at the highest dose activation, actives largely listed as activators; 320,000 tested, 2.4% active; AID 485313;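 also: potency is read from the fitted curve at half-maximal effect; % of control where 0% means no effect; nearly all actives have a fitted effect of over 60% in size; reporter is driven by a mutant NPC1 promoter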
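Cells: Huh7 expressing luciferase under the NPC1 promoter, 1500/well. Seeded 2 h, compound added, incubated 24 h at 37 °C. Luciferase reagent, 10 min ambient, then luminescence.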
Menin-MLL TR inh: displaces Texas Red mutant MLL peptide from human menin | O00255 | Menin + Texas Red MLL mutant peptide, fluorescence polarization | Potency, µM (top dose mostly 61.6 µM), for inactives: at the top dose FP activity change, negative = inhibition, hits mostly inhibitors | 270,000 tested, 0.23% active; active = well fitted inhibition curve with a large enough effect in the polarisation, with a control signal flat, not every such curve was filed as active; inconclusive = small, poorly fitted or top-dose-only effect, or effect the other way, or a change in a side signal; inactive = no such curve, though single readings can be large or run the other way; the % refers to the polarisation; also: potency is read from the fitted curve at half-maximal effect; % of control where 0% means no effect; many of its hits are not listed in these tables
Mito fusion act: blocks mitochondrial division or promotes mitochondrial fusion | Potency, µM (titrated, usually from 46.1 µM), for the others: at the top dose growth rescue (activation), most hits filed as activators | 320,000 tested, 0.23% active | S. cerevisiae fusion-defective mutant growth rescue, CellTiterGlo 48 h | AID 485298;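 also: potency is read from the fitted curve at half-maximal effect; % of control where 0% means no effect; nearly all actives have a fitted effect of over 45% in size; temperature-sensitive fusion mutants such as fzo1-1 at 37 °C on non-fermentable ethanol glycerol medium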
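Temperature-sensitive fusion-defective S. cerevisiae (e.g. fzo1-1, mgm1-5) were grown with compound in YPEG medium (3% ethanol, 3% glycerol) for 48 hours at 37C. Growth rescue was measured as viability by CellTiterGlo luminescence after 10 minutes at ambient.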
An asterisk follows results filed as active; u = inconclusive; x = no result given; & = joins results of further samples; [ ] = dose if it differs, or a comment. Unless noted, calls follow the shape of the dose curve; as a rule, active = well fitted curve in the direction sought with a large enough effect; inconclusive = small, poorly fitted or top-dose-only effect, or another doubt; inactive = no such curve, though single readings can be large; an effect the other way counts as inactive or inconclusive. Only part of the results is shown, so the mix of outcomes need not match the whole.

Molecule,Mito fusion act,Gal4-VP16 FLuc,Rab9 prom act,MBNL1-CUG inh,KCNH2 3.1 block,NPC1 promoter act,Menin-MLL TR inh,PKM2 act,FLuc counter,RORgamma inh,ELG1 DNA repair
CCCn1c(SCCc2ccccc2)nc2c1c(=O)[nH]c(=O)n2C,26%,0%,-1%,13%,-37,-2%,-5%,-5%,4%,-4%[10 µM],-27%
CC1(C)C(=O)Nc2ccccc2N1C(=O)COC(=O)c1cccnc1,-1%,x,1%,x,3,-2%,x,x,2%,x,14%
COc1ccc(/C=N/NC(=S)NCCc2ccccc2)cc1,-16%,7.9µM*,0%,-10%,2,7%,u,x,-9%,3.5µM*,-27%
COc1ccc(NC(=O)CCN=C2NS(=O)(=O)c3ccccc32)cc1S(=O)(=O)N(C)C,-3%,x,1%,x,-5,0%,x,x,-1%,x,10%
Cc1onc(-c2ccccc2)c1C(=O)N/N=C(\N)COc1ccc(Cl)cc1,-8%,1.3µM*,-3%,-11%,5,-3%,9%,1%,1%,1µM*,3%
CCOc1ncccc1C(=O)OCC(=O)c1ccc(Cl)s1,-5%,4%,15%,u,7,17%,6%,-2%,u,6%,u
CC(=O)NC1=NN(C(C)=O)C(c2ccccn2)S1 (centres undefined),-2%,4%,-6%,-24%,14,-1%,14%,u,-1%,6%,u
O=C(Cn1ccc(NC(=O)OCc2ccccc2)nc1=O)NCCCc1ccccc1,-4%,x,-10%,x,-22,2%,x,x,5%,x,17%
CCC(C(=O)NCc1ccccc1OC)c1ccccc1 (centres undefined),-3%,-1%,-5%,x,1,-4%,-22%,8%,-4%,34%,-4%
N#Cc1c(/N=C/c2cc3ccccc3s2)sc2c1CCC2,-5%,3%,1.4µM*,u,16,1.4µM*,u,15%,u,27%,u
Fc1cccc(Cl)c1CNCCCSc1ncccn1,0%,-5%,3%,3%,-1,2%,-25%,2%,-6%,19%,1%
CC(C)CN(CCCNC(=O)CN1C(=O)COc2ccc(S(=O)(=O)N3CCC(C)CC3)cc21)CC(C)C,4%,-4%,-6%,-8%,-3,-1%,u,-5%,2%,0%,u
COc1ccc(Nc2nnc(-c3ccc(C)cc3)c3ccccc23)cc1C(=O)N1CCCCC1,9%,-15%,2%,x,x,1%,-1%,7%,0%,21%,u
CCCNC(=O)c1noc2c1CCc1ccccc1-2,4%,20%,u,5%,10,u,9%,7%,19µM*,21%,u
CN(C)C(=O)COC(=O)c1ccccc1Nc1ccc(SC(F)F)cc1,u,-9%,u,-16%,u,u,3%,-20%,27µM*,u,u
O=C(C[n+]1cc(Br)cc(Br)c1)c1ccc(Cl)cc1,8%,-6%,10%,36%[activator],8,0%,-13%,x,1%,3%,-3%
Cc1ccc(OCCN2C(=O)OC(C)(C)C2(C)O)cc1 (centres undefined),2%,-7%,3%,5%,4,1%,-7%,3%,-4%,45%,4%
Cc1cc(=O)[nH]c(SCc2ccc(Cl)cc2Cl)n1,8%,3%,-2%,-7%,5,1%,-12%,x,2%,-21%,u
Cc1cc(N2C(=O)CC(Cc3ccccc3)C2=O)no1 (centres undefined),-1%,-4%,3%,-1%,5,-4%,-1%,1%,6%,2%,6%
Cc1ccc(OCC(O)Cn2c(=N)n(CCN3CCCCC3)c3ccccc32)cc1 (centres undefined),6%,-2%,-19%,-1%,u,-5%,-25%,-4%,-1%&6%,-19%,-14%
CC1CC(=O)NN=C1c1ccc(N(C)C)c([N+](=O)[O-])c1 (centres undefined),-1%,2%[0.365 µM],-5%,u,-5,-2%,-2%,2%,-2%,38%,u
CC(NC(=O)C1CCCN(S(=O)(=O)c2ccc(-n3cnnn3)cc2)C1)c1ccc(F)cc1 (centres undefined),5%,-12%,-2%,-7%,-4,0%,x,x,3%,-2%,u
CCCCn1nc(-c2ccccc2)c2nc3ccccc3nc21,1%,-1%,9%,1%,x,-6%,27%,-2%,-2%,-1%,18%
N#Cc1ccccc1OCC(=O)NCCNC(=O)COc1ccccc1C#N,-4%,x,0%,x,-1,-3%,x,x,4%,x,-8%
CC(C)Oc1ccc(/C(O)=C2/C(=O)C(=O)N(CCCn3ccnc3)C2c2cccnc2)cc1 (centres undefined),0%,-4%,-1%,13%,-3,7%,-3%,-12%,0%,-24%,7%
Cc1ccc(C2=NN(C(=O)CCCC(=O)O)C(c3ccco3)C2)cc1 (centres undefined),1%,3%,18%,6%,4,2%,-4%,2%,u,22%,u
c1ccc2c(c1)ncn2-c1ccc(-c2ccnc3ncnn23)cc1,-29%,-9%,5%,u,4,-3%,25%,-12%,-8%,-1%,15%
CSc1nc(Oc2cccc(C(F)(F)F)c2)cc(C(F)(F)F)n1,-2%,0%,2%,5%,2,-3%,-7%,0%,0%,19%,11%
CCC1(c2ccccc2)NC(=O)N(Cc2cccc([N+](=O)[O-])c2)C1=O (centres undefined),1%,-1%,1%,u,22,3%,-1%,7%,0%,12%,u
COc1ccc(C(=O)NCc2ccc(-c3nc4ccccc4s3)cc2)cc1OC,-3%,5%,u,34%[activator],1,16%,6%,4%,1.3µM*,-8%,u
CCOC(=O)C1=C(C)N=C2c3ccccc3C(=O)C2C1c1ccccc1 (centres undefined),4%,-14%,-2%,8%,-3,1%,u,5%,0%,-43%,0%
CCOc1ccccc1NC(=O)CCc1c(C)nn(-c2ccc(N3CCCCC3)nn2)c1C,12%,-14%,21%,8%,10,3%,-10%,x,11µM*,0%,u
CCCOC(=O)CCCCC1SCC(NC(=O)OC)C1NC(=O)OC (centres undefined),-1%,-10%,1%,-6%,-17,0%,0%,-1%,-2%,-6%,u
COc1ccc(/C=C(\NC(=O)c2ccc(C)cc2)C(=O)Nc2ccc(C(=O)O)cc2)cc1,2%,10%,6%,u,-10,0%,39%[activator],x,-15%,-3%,10%
O=C(COC(=O)Cn1[nH]c(=O)c2ccccc2c1=O)NNC(=O)c1ccc(Br)cc1,-2%,x,-3%,x,12,-3%,x,x,-2%,x,22%
CCCC(C(=O)Nc1ccc2c(C)cc(=O)oc2c1)c1ccccc1 (centres undefined),-1%,-14%,-1%,-3%,-17,4%,x,10%,9%,17%,u
Cc1ccccc1C1CC(c2cccs2)=NN1S(C)(=O)=O (centres undefined),-1%,3%,-2%,11%,-3,-4%,-9%,-2%,-1%,15%,-8%
COC(=O)c1cccnc1-n1c(=O)c2cccnc2n(Cc2cccc([N+](=O)[O-])c2)c1=O,4%,7%,1%,u,15,-2%,-11%,-1%,6%,5%,8%
Cc1cc(C)cc(NC(=O)COc2coc(CN3CCc4ccccc4C3)cc2=O)c1,0%,x,-7%,x,4,-10%,x,x,4%,x,1%
CC(=O)Nc1ccc(S(=O)(=O)c2cc(O)ccc2O)cc1,0%,-5%,-1%,-2%,18,-2%,14%,16%,3%,u,0%
COc1ccc2c(COC(=O)CCS(=O)(=O)c3ccccc3)cc(=O)oc2c1,1%,-3%,0%,19%,x,-1%,-14%,0%,-11%,8%,11%
Cc1ccc(S(=O)(=O)N2CCN(C(=O)c3ccc(COc4ccccc4)o3)CC2)cc1,19%,x,-2%,x,-18,0%,x,x,0%,x,u
CC(C)CNC(=O)CN(C)S(=O)(=O)c1ccc(F)cc1,-14%,-7%,-2%,-19%[11.5 µM],6,-1%,-2%,2%,7%,-4%,-12%
Cc1ccc(S(=O)(=O)CCC(=O)OCC(=O)c2cc(C)n(C)c2C)cc1,-1%,x,-1%,x,17,-2%,x,x,u,x,22%
